Screening results (PubChem BioAssay)
Epigenetic reg: Quantitative High-Throughput Screen for Regulators of Epigenetic Control | murine LDR cells, GFP reporter derepression, 30 h | Potency, µM (titrated, usually from 53.9 µM), inactives show at the highest dose GFP activation, actives largely listed as activators | hit rate 0.2% among 280,000; further: potency means the concentration at half of the fitted maximal effect; % of control where 0% means no effect; nearly all actives have a fitted effect of over 60% in size
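Readout is the number of GFP-expressing murine LDR cells, counted by cytometry following washing. Cells were treated with compound for 30 h at 37 C; the stably integrated CMV-GFP locus is normally silent.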
CBFb RUNX1 block: qHTS Assay for Compounds Blocking the Interaction Between CBF-beta and RUNX1 for the Treatment of Acute Myeloid Leukemia; Potency, µM (top dose mostly 59.8 µM), without a hit: at the top dose activity, negative = inhibition, usual class: inhibitors; AlphaScreen CBFb-His/RUNX1-biotin binding, biochemical; Runt-related transcription factor 1 (Homo sapiens) + Core-binding factor subunit beta …; AID 1477, 2009; 230,000 tested, under 10 active; further: % of control where 0% means no effect
Target sequence (Q01196 whole entry, looked up): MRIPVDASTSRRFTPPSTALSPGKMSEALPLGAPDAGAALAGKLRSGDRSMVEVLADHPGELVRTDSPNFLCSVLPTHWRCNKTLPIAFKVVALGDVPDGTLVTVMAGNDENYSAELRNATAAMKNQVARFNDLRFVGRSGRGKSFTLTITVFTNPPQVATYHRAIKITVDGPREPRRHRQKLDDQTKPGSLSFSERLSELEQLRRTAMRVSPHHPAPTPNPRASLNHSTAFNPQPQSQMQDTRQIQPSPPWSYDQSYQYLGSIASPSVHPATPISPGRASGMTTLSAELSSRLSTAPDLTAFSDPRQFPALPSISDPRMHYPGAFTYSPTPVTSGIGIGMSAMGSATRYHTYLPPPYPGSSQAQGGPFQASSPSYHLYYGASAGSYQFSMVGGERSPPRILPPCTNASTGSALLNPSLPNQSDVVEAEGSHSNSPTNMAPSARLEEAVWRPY
Target sequence (Q13951 whole entry, looked up): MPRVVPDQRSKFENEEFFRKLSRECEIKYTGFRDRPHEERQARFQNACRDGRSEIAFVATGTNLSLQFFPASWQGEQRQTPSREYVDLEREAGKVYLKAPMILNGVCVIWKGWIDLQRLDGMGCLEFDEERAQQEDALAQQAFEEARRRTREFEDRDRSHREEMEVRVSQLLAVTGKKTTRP
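AlphaScreen proximity signal reports loss of binding between His-tagged CBF-beta and biotin-labelled RUNX1, each at 30 nM. Proteins are pre-associated for 20 minutes, compounds added for 15 minutes, then beads for 90 minutes, all at ambient temperature.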
NPSR antagonist: qHTS Assay for Antagonists of the Neuropeptide S Receptor: cAMP Signal Transduction; Q6W5P4; CHO-NPSR cells, cAMP TR-FRET, antagonist mode; Potency, µM (series often up to 38.3 µM), without a hit: at the top dose activity change, negative = inhibition, most hits filed as inhibitors; hit rate 1% among 220,000; AID 1461, 2008; further: potency means the concentration at half of the fitted maximal effect; on the % scale 0 is the no-effect control and ±100 the full control effect; nearly all actives have a fitted effect of over 50% in size; many of its hits are not listed in these tables
Target sequence (Q6W5P4 whole entry, looked up): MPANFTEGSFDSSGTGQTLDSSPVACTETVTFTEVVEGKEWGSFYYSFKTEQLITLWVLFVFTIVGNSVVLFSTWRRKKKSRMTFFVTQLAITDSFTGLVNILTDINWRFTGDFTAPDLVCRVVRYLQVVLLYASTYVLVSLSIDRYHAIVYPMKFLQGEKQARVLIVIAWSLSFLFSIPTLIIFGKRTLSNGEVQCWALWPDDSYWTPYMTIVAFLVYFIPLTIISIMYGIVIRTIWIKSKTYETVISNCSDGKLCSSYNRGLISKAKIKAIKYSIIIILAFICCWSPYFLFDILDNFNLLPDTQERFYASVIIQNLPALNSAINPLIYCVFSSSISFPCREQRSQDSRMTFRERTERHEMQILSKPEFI
HTT aggregate: qHTS Multiplex Assay to Identify Dual Action Probes in a Cell Model of Huntington: Aggregate Formation (GFP); PC12 HttQ103-GFP aggregates, Acumen cytometry, 40 h; Potency, µM (titrated, usually from 46.1 µM), for the others: at the top dose activity change, negative = inhibition, most hits filed as inhibitors; hit rate 1.1% among 220,000; further: potency means the concentration at half of the fitted maximal effect; on the % scale 0 is the no-effect control and ±100 the full control effect; nearly all actives have a fitted effect of over 60% in size
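Read-out: GFP aggregate count by laser scanning cytometer (488 nm excitation, 500-530 nm emission, 1–25 µm objects >6 SD above background). Cells: PC12, inducible HTTex1-Q103-GFP, 100 nM tebufenozide; compounds titrated.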
IMPase Li cell: qHTS Assay for Identifying the Cell-Membrane Permeable IMPase Inhibitors: Potentiation with Lithium | CHO-M1 cells, IP1 TR-FRET (IP-One), carbachol + lithium | AID 1457, 2008 | hit rate 0.35% among 210,000 | Potency, µM (top dose mostly 59.4 µM), without a hit: at the top dose activity, negative = IMPase inhibition, most hits filed as inhibitors;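 further: IP1 builds up when IMPase is blocked and the TR-FRET signal falls; potency means the concentration at half of the fitted maximal effect; plate controls were basal vehicle for no effect and high inhibitor control for full effect; nearly all actives have a fitted effect of over 50% in size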
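IP1 accumulation measured by competitive TR-FRET in lysed CHO-M1 cells after 30 min compound exposure at 37C, with a small lithium addition to potentiate weak responses. Hill-equation AC50 from ratio and donor-channel data.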
L3MBTL1 inh: qHTS Assay for the Inhibitors of L3MBTL1; Lethal(3)malignant brain tumor-like protein 1 (Homo sapiens), Q9Y468; hit rate 0.66% among 230,000; Potency, µM (highest dose often 57.1 µM), for the others: at the highest dose activity, negative = inhibition, most hits filed as inhibitors; AlphaScreen L3MBTL1–H3K9me1 peptide binding; further: potency means the concentration at half of the fitted maximal effect; on the % scale 0 is the no-effect control and ±100 the full control effect; nearly all actives have a fitted effect of over 60% in size
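AlphaScreen assay: L3MBTL1 (50 nM final) was preincubated 30 min at room temperature with biotinylated H3(1-15)K9me1 peptide (75 nM final), then 30 min with library compounds; streptavidin donor and nickel chelate acceptor beads (10 ug/mL final) added, 30 min dark.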
KinaseGlo FLuc: Counterscreen for Luciferase (Kinase-Glo TM) Inhibition. AID 1379, 2008. hit rate 0.28% among 200,000. Potency, µM (series often up to 38.3 µM), for inactives: at the highest dose activity change, negative = inhibition, actives largely listed as inhibitors. Kinase-Glo luciferase, ATP luminescence, 8 min. Luciferin 4-monooxygenase (Photuris pensylvanica), Q27757; further: potency means the concentration at half of the fitted maximal effect; on the % scale 0 is the no-effect control and ±100 the full control effect; nearly all actives have a fitted effect of over 60% in size
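Luminescence was the read-out, taken after 8-minute incubation at ambient temperature. Luciferase turned over luciferin with 10 uM ATP in imidazole pH 7.2 buffer containing KCl, MgCl2, Tween 20 and BSA.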
Numbers without * were called inactive; ? = inconclusive; / = no result given; & = joins results of further samples; [ ] = remark or other dose. The call rests on the fitted dose curve; in most records, active means well fitted curve in the direction sought with a large enough effect; inconclusive means small, poorly fitted or top-dose-only effect, or another doubt; inactive means no such curve, though single readings can be large; an effect the other way counts as inactive or inconclusive. Some of the compounds tested; count on the stated rates, not on these rows.

molecule,Epigenetic reg,CBFb RUNX1 block,NPSR antagonist,HTT aggregate,IMPase Li cell,L3MBTL1 inh,KinaseGlo FLuc
Cc1ccc(C(=O)N2CCC3(CC2)Oc2ccc(Cl)cc2C(=O)C32CC(c3ccc(Cl)cc3)=NO2)s1 (stereo unspecified),5.0%,?,3%,-20%[9.22 µM],/,/,/
CC(=O)c1c(C)[nH]c(C(=O)CSc2nc3ccccc3c(=O)n2CCCN2CCOCC2)c1C,-0.1%,3%,?,4%,15%[38.3 µM],/,-4%
O=C(NC1CCCCC1)C1CC(=O)N(CCc2ccccc2)C1 (stereo unspecified),-0.3%,-1%,-13%[46.1 µM],-6%,5%[38.3 µM],/,-5%
Oc1ccc(/C(Cc2ccccn2)=N\Nc2ccccc2)c(O)c1,-0.1%,-7%,-42%,-20%,15%,/,0%
CC(C)(C)Nc1nc(Cl)nc(NC(C)(C)C)n1,-0.9%,-7%,7%,-4%,-30%,-16%,-1%
CCOc1ccccc1C(=O)n1nc2nc(C)cc(C)c2c1N,-1.1%,12%,-9%[46.1 µM],10%,-19%[38.3 µM],2%,0%
O=C(Nc1ccc(NC(=O)c2ccco2)c(Cl)c1)c1ccc2c(c1)OCCO2,-1.3%,10%,-5%,5%[9.22 µM],/,/,/
Cc1ccc(S(=O)(=O)Nc2cc(C(=O)N3CCOCC3)ccc2N2CCCCC2)cc1,0.0%,0%,-17%[46.1 µM],-12%,2%[38.3 µM],-2%,-2%

More entries
molecule,Epigenetic reg,CBFb RUNX1 block,NPSR antagonist,HTT aggregate,IMPase Li cell,L3MBTL1 inh,KinaseGlo FLuc
Cc1ccc(Cl)cc1-n1c(=O)cc(N2CCN(C(=O)c3ccco3)CC2)[nH]c1=O,0.0%,1%,6%,10%,2%,15%[11.4 µM],2%
COc1c2occc2c(OC)c2c(=O)cc(C(F)(F)F)oc12,-4.0%,5%,3%[46.1 µM],-11%,14%[38.3 µM],/,1%
Cc1ccc2nc(C)cc(C(=O)N3CCCC(CO)(Cc4ccccc4C)C3)c2c1 (stereo unspecified),2.3%,1%,31%,9%[9.22 µM],8%,-7%,1%
Cc1oc2cc([N+](=O)[O-])c(O)c([N+](=O)[O-])c2c1C(=O)c1ccc(Br)cc1,-1.3%,-16%,-26%,?,9%,/,/
O=C(/C=C/c1ccc(F)cc1)NCCNC(=O)/C=C/c1ccc(F)cc1,0.9%,-6%,8%,11%[9.22 µM],2%,-3%,3%
COC(=O)c1ccc(NC(=O)CN2CCN(c3ccc(Cl)cc3)CC2)cc1,0.9%&5.6%,21%,-16%[46.1 µM],-4%,26%,-2%,-2%
COc1cc(C)c(Cl)cc1S(=O)(=O)NCC1CCCO1 (stereo unspecified),-1.1%,4%,0%[46.1 µM],12%,16%[38.3 µM],7%,0%
COc1ccc(OC)c(C(=O)c2ccc(C(=O)O)cc2)c1,10%,1%,-21%[46.1 µM],-5%,1%[38.3 µM],/,1%

Next part:
molecule,Epigenetic reg,CBFb RUNX1 block,NPSR antagonist,HTT aggregate,IMPase Li cell,L3MBTL1 inh,KinaseGlo FLuc
COc1ccc(NS(=O)(=O)c2ccc3c(c2)CCO3)cc1,1.1%,2%,0%,6%[9.22 µM],/,-7%,/
Cc1c(C(=O)Cc2ccccc2)n(C)c2ccccc12,-1.4%,15%,-16%,-5%,7%,55%[activator],1%
COc1ccccc1N1C(=O)C2CC(C)=C(C)CC2C1=O (stereo unspecified),?,4%,15%[46.1 µM],2%,2%[38.3 µM],-4%,4%
Cc1nc(SCC(C)C)[nH]c(=O)c1Cc1ccccc1,-0.7%,3%,-3%[46.1 µM],-16%,9%[38.3 µM],-4%,-7%
Cc1cc(Nc2ccccc2F)n2ncnc2n1,0.0%,9%,6%[46.1 µM],-5%,4%[38.3 µM],10%,2%
CCOC(=O)c1c(N2C(=O)Nc3ccccc3N2O)sc2c1CCCC2,0.9%,-10%,-16%,7%,-2%,0%,-2%
CCn1c(=O)cc(OCC(=O)NCCc2cccc(C)c2)c2ccccc21,0.0%,-6%,11%,14%,2%,/,-2%
CCN1CCN(C(c2cccs2)C(C)NC(=S)Nc2cccc(C)c2C)CC1 (stereo unspecified),0.5%,7%,2%,12%[9.22 µM],/,/,/

New compounds follow:
| SMILES | Epigenetic reg | CBFb RUNX1 block | NPSR antagonist | HTT aggregate | IMPase Li cell | L3MBTL1 inh | KinaseGlo FLuc |
| --- | --- | --- | --- | --- | --- | --- | --- |
| CN(CCOc1ccccc1)CC(=O)Nc1ccc([N+](=O)[O-])cc1Cl | 1.1% | 1% | -1% | 19% | -3% | / | -4% |
| COc1ccc(C2CCCN2C(=O)Nc2cccc(C(C)=O)c2)cc1OC (stereo unspecified) | 0.8% | 3% | -5%[46.1 µM] | ? | 7%[38.3 µM] | 6% | -1% |
| COc1ccc(N2CCN(C(=O)CSc3nnc(-c4cc5ccccc5cc4O)n3C)CC2)cc1 | -3.5% | -21% | -23%[46.1 µM] | 13µM* | 4%[38.3 µM] | -1% | -3% |
| CCN(CC)c1nc(-c2cccc(OC)c2O)nc2ccccc12 | 0.2% | 1% | -23%[46.1 µM] | -3% | -3%[38.3 µM] | -3% | -3% |
| CN(C(=O)c1cccnc1)c1nc(-c2ccccc2)cs1 | -1.2% | 1% | -3%[46.1 µM] | -4% | 0%[38.3 µM] | 3% | -5% |
| O=C(Nc1ccc(Oc2ccc(NC(=O)c3ccco3)c(NC(=O)c3ccco3)c2)cc1)c1ccco1 | 2.2% | -9% | -28%[46.1 µM] | 9% | 43%[activator][38.3 µM] | -8% | 0% |
| Cc1ccc(C(=O)O)cc1NC(=O)c1ccc(Cn2nc(C)c(Cl)c2C)o1 | -1.7% | -1% | 0% | 8% | -5% | / | 3% |
| COc1ccc2c(c1)[nH]c1c(=O)n(N)cnc12 | 0.0% | 3% | 1% | -5% | -1% | 12% | 1% |
| Cc1nc(CSc2n[nH]c(=O)n2-c2cccc(F)c2)cs1 | 1.1% | 11% | -10% | -11%[9.22 µM] | / | 0% | / |
| COCCn1c(C)cc(/C=C2/NC(=O)N(Cc3ccc(C)cc3)C2=O)c1C | 1.0% | ? | -17% | 13%[9.22 µM] | / | -29% | / |
| COc1ccc2ccccc2c1CN1CCCC(CO)C1 (stereo unspecified) | -1.0% | 10% | 2%[46.1 µM] | ? | 5%[38.3 µM] | 3%[11.4 µM] | 1% |
| COC(=O)C(C(=O)OC)c1ccc(-n2cccc2)cc1 | 2.2% | 3% | 7% | 18% | 12% | -24% | 1% |
| CCOC(=O)c1ccc(NC(=O)COc2ccc(S(=O)(=O)N3CCCC3)cc2)cc1 | 0.8% | 2% | -17%[46.1 µM] | -8% | 28%[38.3 µM] | / | -1% |
| O=C(CN1CCN(Cc2ccccc2)CC1)Nc1ccc(N2CCOCC2)cc1 | 4.4% | -8% | 8% | 1% | -4% | / | -1% |
| CCN1C(=O)c2cccc3c(S(=O)(=O)N(C(=O)c4ccncc4)c4ccc(OC)cc4)ccc1c23 | 0.1% | -4% | -6% | ? | 8% | 0% | -1% |

Remaining list, next part:
| SMILES | Epigenetic reg | CBFb RUNX1 block | NPSR antagonist | HTT aggregate | IMPase Li cell | L3MBTL1 inh | KinaseGlo FLuc |
| --- | --- | --- | --- | --- | --- | --- | --- |
| COc1ccc(N(CC(=O)NC2CCCC2)C(=O)Cn2nnc(-c3ccc(C)cc3)n2)cc1OC | 1.4% | 6% | -1%[46.1 µM] | 7% | 9%[38.3 µM] | 5% | -3% |
| COc1ccc2cc(C)c3nnc(SCc4cccnc4)n3c2c1 | 4.3% | -8% | 3% | -6% | 17% | 0% | 7% |
| CC1(C)CC(=O)C2=C(C1)OC(N)=C(C#N)C2c1cc2c(cc1[N+](=O)[O-])OCO2 (stereo unspecified) | -1.0% | -2% | -3% | -7% | 16% | 2% | 1% |
| CC(=O)Nc1cc2c(cc1NC(=O)Cn1nc(-c3ccccc3F)ccc1=O)OCCO2 | -1.0% | -5% | -15%[46.1 µM] | 0% | -4%[38.3 µM] | -5% | 1% |
| CCN1CCC2(CC1)C(C#N)=C(N)Oc1c2sc2nc(C)cc(C)c12 | -4.6% | 3% | -11%[46.1 µM] | 6%[9.22 µM] | -3%[38.3 µM] | -3% | -7% |
| COCCSc1nnc(NS(=O)(=O)Cc2ccccc2)s1 | 0.0% | 5% | -5%[46.1 µM] | 0% | 19%[38.3 µM] | / | 0% |
| O=C(CCc1ccc(S(=O)(=O)NCc2ccccc2)cc1)NCC1CCCO1 (stereo unspecified) | -1.3% | -4% | 9% | 7% | -9% | 3% | -3% |
| COc1ccc(-c2csc3nc(-c4ccccc4F)oc(=O)c23)cc1OC | -0.8% | -2% | ? | 10% | 9%[38.3 µM] | 6% | -2% |
| N#CC1=C(N)OC2=C(CC/C2=C\c2ccc(F)cc2)C1c1ccc(F)cc1 (stereo unspecified) | 1.0% | 8% | -25% | 18% | -3% | 10% | 0% |
| CCC(=O)Oc1ccc(-c2cnc3ccccc3n2)cc1 | -1.1% | 12% | -2%[46.1 µM] | 13% | 2%[38.3 µM] | 11% | -14% |

6 compounds drawn at random from those above:
| SMILES | Epigenetic reg | CBFb RUNX1 block | NPSR antagonist | HTT aggregate | IMPase Li cell | L3MBTL1 inh | KinaseGlo FLuc |
| --- | --- | --- | --- | --- | --- | --- | --- |
| COc1ccc(N(CC(=O)NC2CCCC2)C(=O)Cn2nnc(-c3ccc(C)cc3)n2)cc1OC | 1.4% | 6% | -1%[46.1 µM] | 7% | 9%[38.3 µM] | 5% | -3% |
| COCCSc1nnc(NS(=O)(=O)Cc2ccccc2)s1 | 0.0% | 5% | -5%[46.1 µM] | 0% | 19%[38.3 µM] | / | 0% |
| CC1(C)CC(=O)C2=C(C1)OC(N)=C(C#N)C2c1cc2c(cc1[N+](=O)[O-])OCO2 (stereo unspecified) | -1.0% | -2% | -3% | -7% | 16% | 2% | 1% |
| N#CC1=C(N)OC2=C(CC/C2=C\c2ccc(F)cc2)C1c1ccc(F)cc1 (stereo unspecified) | 1.0% | 8% | -25% | 18% | -3% | 10% | 0% |
| COc1ccc2cc(C)c3nnc(SCc4cccnc4)n3c2c1 | 4.3% | -8% | 3% | -6% | 17% | 0% | 7% |
| O=C(CCc1ccc(S(=O)(=O)NCc2ccccc2)cc1)NCC1CCCO1 (stereo unspecified) | -1.3% | -4% | 9% | 7% | -9% | 3% | -3% |
